# MITF primary: blocks human microphthalmia-associated transcription factor; O75030; AlphaScreen MITF homodimerization, bead proximity signal; inhibition, % at 2.6 µM; 650,000 tested, 0.91% active; AID 1259374; in the data active = inhibition above about 50%;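 also: 0% = vehicle wells with protein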
# GPR151 activ: activators of human GPR151; Q8TDV0; PathHunter beta-arrestin GPR151 cells, luminescence; activation, % at 11.2 µM; 650,000 tested, 1% active; in the data active = activation above about 4.9%;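 also: 0% = median of compound wells and 100% = cells with positive control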
# FBW7 act: activators of human E3 ligase FBW7 | Q969H0 | AlphaScreen FBW7–phospho-cyclin E peptide binding, activator screen | normalized activity (activation), % at 26.1 µM | 650,000 tested, 0.13% active | AID 1259310; in the data active = normalized activity above about 1.9%;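 also: purified mutant Fbw7 with reduced substrate affinity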
# Target sequence (Q969H0 whole entry, looked up): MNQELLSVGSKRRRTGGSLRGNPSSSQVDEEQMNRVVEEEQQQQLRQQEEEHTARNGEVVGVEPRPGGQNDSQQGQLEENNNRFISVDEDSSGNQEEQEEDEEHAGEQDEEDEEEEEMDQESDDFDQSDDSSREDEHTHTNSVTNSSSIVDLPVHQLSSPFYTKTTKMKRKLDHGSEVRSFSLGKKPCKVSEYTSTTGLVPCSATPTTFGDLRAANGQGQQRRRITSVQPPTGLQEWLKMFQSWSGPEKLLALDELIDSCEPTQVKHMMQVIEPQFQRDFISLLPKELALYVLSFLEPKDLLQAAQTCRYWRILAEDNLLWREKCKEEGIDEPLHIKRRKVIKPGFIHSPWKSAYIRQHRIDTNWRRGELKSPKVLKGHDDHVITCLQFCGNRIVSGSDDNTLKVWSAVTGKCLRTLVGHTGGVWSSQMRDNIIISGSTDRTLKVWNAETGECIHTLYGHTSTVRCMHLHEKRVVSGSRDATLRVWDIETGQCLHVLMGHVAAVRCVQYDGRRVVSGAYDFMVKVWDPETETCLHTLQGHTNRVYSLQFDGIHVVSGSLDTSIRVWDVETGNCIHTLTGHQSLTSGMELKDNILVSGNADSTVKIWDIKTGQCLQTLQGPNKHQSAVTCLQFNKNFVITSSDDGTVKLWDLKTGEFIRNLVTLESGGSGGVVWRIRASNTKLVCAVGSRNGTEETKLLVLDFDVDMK
# TEAD-YAP block: TEAD-YAP interaction inhibition | AID 1259422 | inhibition, % at 9.12 µM | 640,000 tested, 1.4% active | HEK-TIYL cells, TEAD-Gal4/YAP UAS-luciferase luminescence; in the data active = inhibition above about 32%;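 also: 0% = median of test compound wells and 100% = reference inhibitor wells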
# * = called active by the depositor. This is a random part of the collection, and some 3.4% of all compounds hit somewhere here.
SMILES	MITF primary	GPR151 activ	FBW7 act	TEAD-YAP block
O=C(Cn1cnc2ccccc2c1=O)Nc1nnc(SCC(=O)N2CCCCC2)s1	-15	-0.2	0.3	3
COC(=O)c1ccc2c(=O)[nH]c(CN3CCCCCCC3)nc2c1	5	-1.3	0.1	-25
CCN(CC)c1nc(NCCOc2ccccc2)nc(N2CCCC2CO)n1 (stereo not given)	15	0.4	0.1	-13
COc1ccc(NC(=O)COC(=O)c2ccc([N+](=O)[O-])s2)cc1Cl	3	1.2	0.0	18
CCOc1cccc2c1OC1(C)C(C(=O)N(C)C)C2NC(=S)N1c1cccc(OC)c1 (stereo not given)	-22	0.9	-0.2	-11
O=c1c2ccccc2nc(SCc2cc(F)cc3c2OCOC3)n1-c1ccc2c(c1)OCO2	13	-0.3	-0.2	-3
CC(=O)c1cccc(-c2ncc(C)c(NCc3nc4ccccc4[nH]3)n2)c1	0	-1.2	-0.1	-10
COc1cccc(C(=O)Nc2ccc(C)cc2NC(=O)c2cccc(OC)c2)c1	8	-1.5	-0.3	17
CC(C)(C)c1cc(-c2cn3nc(-c4ccccc4)c(-c4ccccc4)nc3n2)c2c(c1)C(C)(C)CC2	-1	1.4	0.1	0
CCOc1ccccc1/C=N/Nc1nc(C)cc(C)n1	4	0.2	0.1	-1
COc1ccc(-n2c(=S)[nH]c3cc(C(=O)Nc4ccc(OC)c(Cl)c4)ccc3c2=O)c(OC)c1	-4	1.8	0.0	5
O=S(=O)(NCC1(c2ccc(F)cc2)CC1)c1ccc(Cl)s1	-3	-1.5	0.3	-4
O=C(Nc1ccccc1N1CCN(c2ccc(F)cc2)CC1)c1ccncc1	8	0.1	-0.1	12
C(=C\c1ccccc1)/C1=Nc2ccccc2NC(c2ccccc2)C1 (stereo not given)	3	0.3	0.0	-53
O=C1CC(NCc2ccc3c(c2)OCO3)C(=O)N1c1ccc(OC(F)(F)F)cc1 (stereo not given)	10	1.6	0.0	6
Cc1cccc(/C=C2\N=C(c3ccc(I)cc3)OC2=O)c1	-11	-1.8	0.7	0
COc1ccc(CCNC(=O)C2CC3CCCN3C23C(=O)N(C)c2ccccc23)cc1OC (stereo not given)	7	-1.9	0.1	-8
O=C(Cn1c2c(c(-c3ccccc3)cc1=O)CCCC2)NCc1cccnc1	2	0.5	-0.1	9
COc1ccccc1NCC(=O)N/N=C/c1cc([N+](=O)[O-])ccc1O	40	0.4	-0.2	20
C=C/C=C(\C(C)=C/C)N(C(C)=O)C1=NCCCS1	-1	-0.5	0.0	7
NCCCC(N)C(=O)O (stereo not given)	0	-0.1	0.0	3
O=C(c1cnccn1)N1CCC(CO)(Cc2ccccc2C(F)(F)F)CC1	-7	1.0	-0.2	12
CC1=NN(c2ccc(I)cc2)C(=O)/C1=C\c1ccc(O)c([N+](=O)[O-])c1	-3	-0.2	-0.1	-1
CCC(Oc1ccccc1)C(=O)Nc1c(C)n(C)n(-c2ccccc2)c1=O (stereo not given)	19	-1.3	0.1	9
Cc1nc2c(c(=O)[nH]1)CN(Cc1ccc(-c3ccccc3)cc1)CC2	-2	0.0	0.2	12
COc1cc(OC)cc(-c2nc3n(n2)C(c2ccc(F)cc2)C2=C(CC(C)(C)CC2=O)N3)c1 (stereo not given)	17	0.4	0.3	-10
O=C(c1cnn(C(=O)C2COc3ccccc3O2)c1)c1ccccc1O (stereo not given)	6	1.0	0.0	10
Cc1cccc(C)c1-n1cnc2ccccc2c1=O	4	0.4	-0.1	-3
c1cc(-c2ccnc(Nc3ccc(-c4nnn(-c5cccnc5)n4)cc3)n2)cc(N2CCOCC2)c1	3	-0.4	0.1	-2
CCC(C)NC(=O)c1cccc2c1SCCC2=O (stereo not given)	-2	-2.4	-0.1	-5
Cc1ccc(S(=O)(=O)NCCSCc2ccccc2)cc1[N+](=O)[O-]	-5	-1.2	0.6	8
CC(=O)N1CCc2cc(C(O)CN(Cc3ccccc3)Cc3ccccc3)ccc21 (stereo not given)	2	-0.3	-0.1	-1
CCC(=O)Nc1sc2c(c1C(N)=O)CCN(Cc1ccccc1)C2	-3	1.2	-0.1	1
C=CCNC(=S)NS(=O)(=O)c1ccc(F)cc1	-5	1.1	0.0	0
O=C(c1ccc(S(=O)(=O)c2ccc(Br)cc2)c([N+](=O)[O-])c1)N1CCCCCC1	15	0.7	0.1	35*
O=C(Nc1ccc2nccnc2c1)c1csc(-c2ccccc2)n1	12	-1.7	0.8	-10
Cc1[nH]c(=O)[nH]c(=O)c1S(=O)(=O)N1CCOc2ccccc2C1	-4	-0.3	-0.6	-8
Cc1[nH]n(-c2ccccc2)c(=O)c1CCC#N	9	-1.2	0.3	-4
O=C(O)C(Cc1c[nH]c2ccccc12)N1Cc2ccccc2C1=O (stereo not given)	10	0.3	-0.1	0
CSc1ccc(S(=O)(=O)NCCSc2ccccc2)cc1	-2	-1.0	-0.1	-3
CCOc1cc(C(=O)Nc2c3c(nn2-c2ccc(Cl)cc2)CS(=O)(=O)C3)cc(OCC)c1OCC	4	1.2	-0.1	3
CCOc1ccc2cc(S(=O)(=O)N3CCN(C)CC3)ccc2c1	-2	-0.4	0.1	-7
COc1ccc(CNC(=O)c2c(O)c3ccccc3n(C)c2=O)cc1OC	4	1.1	0.0	5
CC1(c2ccc(Cl)cc2)CC(C)(C)N(C(=O)CN2C(=O)c3cccc([N+](=O)[O-])c3C2=O)c2ccccc21 (stereo not given)	-5	0.3	-0.2	9
O=C(C1CCCO1)N1CCN(C(=S)NCc2ccc3c(c2)OCO3)CC1 (stereo not given)	-2	-0.7	0.0	-7
COC(=O)C(=Cc1cc(OC)c(O)c([N+](=O)[O-])c1)C(=O)OC	21	5.7*	0.1	4
CC1CCN(C(=O)c2cc(COc3ccc(F)cc3F)on2)CC1	-16	0.6	-0.1	-46
Clc1ccc2nc(CN3CCCCC3)cn2c1	-11	1.6	0.2	-2
O=[N+]([O-])CC(c1ccc2c(c1)OCO2)c1c(-c2ccccc2)[nH]c2ccccc12 (stereo not given)	4	0.5	-0.1	-4
CCOc1ccc2c(c1)sc(=NC(=O)c1ccc3c(c1)OCCO3)n2CCOC	7	0.0	-0.1	4

# 15 entries from above, with values under each structure:
# Values run as follows: MITF primary	GPR151 activ	FBW7 act	TEAD-YAP block
CCC(=O)Nc1sc2c(c1C(N)=O)CCN(Cc1ccccc1)C2
→ -3	1.2	-0.1	1
C=CCNC(=S)NS(=O)(=O)c1ccc(F)cc1
→ -5	1.1	0.0	0
O=C(c1ccc(S(=O)(=O)c2ccc(Br)cc2)c([N+](=O)[O-])c1)N1CCCCCC1
→ 15	0.7	0.1	35*
O=C(Nc1ccc2nccnc2c1)c1csc(-c2ccccc2)n1
→ 12	-1.7	0.8	-10
Cc1[nH]c(=O)[nH]c(=O)c1S(=O)(=O)N1CCOc2ccccc2C1
→ -4	-0.3	-0.6	-8
Cc1[nH]n(-c2ccccc2)c(=O)c1CCC#N
→ 9	-1.2	0.3	-4
O=C(O)C(Cc1c[nH]c2ccccc12)N1Cc2ccccc2C1=O (stereo not given)
→ 10	0.3	-0.1	0
CSc1ccc(S(=O)(=O)NCCSc2ccccc2)cc1
→ -2	-1.0	-0.1	-3
CCOc1cc(C(=O)Nc2c3c(nn2-c2ccc(Cl)cc2)CS(=O)(=O)C3)cc(OCC)c1OCC
→ 4	1.2	-0.1	3
CCOc1ccc2cc(S(=O)(=O)N3CCN(C)CC3)ccc2c1
→ -2	-0.4	0.1	-7
COc1ccc(CNC(=O)c2c(O)c3ccccc3n(C)c2=O)cc1OC
→ 4	1.1	0.0	5
CC1(c2ccc(Cl)cc2)CC(C)(C)N(C(=O)CN2C(=O)c3cccc([N+](=O)[O-])c3C2=O)c2ccccc21 (stereo not given)
→ -5	0.3	-0.2	9
O=C(C1CCCO1)N1CCN(C(=S)NCc2ccc3c(c2)OCO3)CC1 (stereo not given)
→ -2	-0.7	0.0	-7
COC(=O)C(=Cc1cc(OC)c(O)c([N+](=O)[O-])c1)C(=O)OC
→ 21	5.7*	0.1	4
CC1CCN(C(=O)c2cc(COc3ccc(F)cc3F)on2)CC1
→ -16	0.6	-0.1	-46

# (more compounds)
SMILES	MITF primary	GPR151 activ	FBW7 act	TEAD-YAP block
CCN(CC)CCn1c(=S)[nH]c2cc(C(=O)NCCOC)ccc2c1=O	-1	-1.9	0.4	9
C=CCn1c(Cc2ccccc2)nc2c(cnn2-c2ccccc2)c1=O	-3	0.5	0.1	-6
CN(Cc1nc(-c2cccnc2)no1)S(=O)(=O)c1ccc(Br)cc1	-10	-2.1	0.4	-6
CC(C)(C)c1ccc(C(=O)Nc2n[nH]c(C(F)(F)F)n2)cc1	0	1.6	-0.2	5
COc1ccc(C(=O)NC(=S)Nc2ccc(Cl)cn2)cc1	16	1.1	0.1	-24
COc1ccccc1OCCNC(=O)c1ccc(S(=O)(=O)N(C)C)cc1	-4	-1.2	-0.2	-4
NNC(=O)CN1CCN(c2ccc([N+](=O)[O-])cc2)CC1	8	0.5	0.0	-3
CCOC(=O)c1c(C)n(CCOc2cccc3ccccc23)c2ccc(O)cc12	15	0.6	0.6	-13
C=CCSc1nnc(NC(=O)C2CC(=O)N(Cc3ccc(C)cc3)C2)s1 (stereo not given)	-11	0.1	-0.2	4
O=C1CC(NS(=O)(=O)c2ccccc2F)CN1c1ccc(F)cc1 (stereo not given)	25	-1.7	0.5	10
COC(=O)C1CN(C)CCC1=O (stereo not given)	-9	-0.6	-0.1	-14
O=C(CCC1CCCN(C(=O)CSc2ncccn2)C1)NCc1ccc(F)c(F)c1 (stereo not given)	6	0.2	0.0	-13
Cc1c(Cc2ccccc2)sc(NC(=O)c2ccc([N+](=O)[O-])cc2)c1C(N)=O	8	-0.1	0.1	4
O=C(CCn1c(=O)oc2ccccc21)Nc1cc(Cl)ccc1Cl	1	1.1	0.0	4
COC(C)(C)c1cc(C(C)(C)C)nc(N)n1	-19	0.4	0.1	5
Cc1c(N=Cc2ccc(Br)cc2)c(=O)n(-c2ccccc2)n1C	-5	-1.2	-0.1	-4
O=C(COC(=O)Cc1ccsc1)NCc1ccc(Cl)cc1	7	1.3	-0.1	16
Nn1c(=O)c2ccccc2n2c(SCCc3ccccc3)nnc12	7	0.4	0.0	-54
O=C(O)C1C2C=CC(C2)C1C(=O)Nc1ccc(Br)c(Cl)c1 (stereo not given)	2	1.5	-0.1	6
O=C1/C(=C/c2ccc(-c3ccc([N+](=O)[O-])cc3)o2)C=C(c2ccccc2)N1c1ccc(-c2ccccc2)cc1	1	-1.9	-0.1	-31
N#CCCn1cc(/C=N/NC(N)=S)c(-c2cccs2)n1	8	1.3	0.1	4
O=C(COc1cccc([N+](=O)[O-])c1)N/N=C/c1cccc(Cl)c1	-30	-1.3	0.1	-4
O=C(CN1C(=O)C2CCc3[nH]c4ccccc4c3C2C1=O)N1CCCC1 (stereo not given)	3	1.5	0.2	4
O=C(Nn1cnnc1)c1cc(Cl)ccc1Cl	4	0.1	0.2	-4
CCC(C)N(C(=O)CCl)C1CCS(=O)(=O)C1 (stereo not given)	12	2.2	-0.1	56*
COc1cc(C(=O)Nc2cccc(F)c2)c([N+](=O)[O-])cc1OC	15	-0.2	0.2	9
O=C(NC1CCCC1)C(c1ccc(F)cc1)N(Cc1ccco1)C(=O)c1csnn1 (stereo not given)	29	3.0	0.7	4
COC(=O)c1cc(C)sc1NC(=S)NCCc1ccccc1OC	-5	-0.2	0.0	4
Cc1cc(=O)n2c3c(sc2n1)C(=O)N(Cc1ccccc1)C3=O	4	1.5	1.2	3
COC(=O)c1ccc2c(=O)n(Cc3ccc4c(c3)OCO4)c(SCc3cc(=O)n4ccccc4n3)nc2c1	-7	-1.4	-0.1	3
COc1ccc(C2CC(c3cccs3)=NN2C(=O)CSc2nc3ccccc3o2)cc1 (stereo not given)	8	0.7	-0.3	5
CCN(CC)C(=O)C1CCCN(c2nc(NCc3ccccc3)c3ncn(-c4ccccc4)c3n2)C1 (stereo not given)	13	0.7	0.1	-1
O=C(Nc1ccccc1)N1CCC(n2c(=O)[nH]c3ccccc32)CC1	8	3.3	-0.4	5
C=CCN(CC=C)C(=O)CC1(c2cccc(F)c2)CC(=O)N(C)C1=O (stereo not given)	3	-0.5	-0.1	3
CCOc1ccc(-c2nnc3ccc(SCC(N)=O)nn23)cc1	-6	-0.1	0.1	12
COc1cccc(C(=O)NCc2nnc(SCC(=O)N3CCc4ccccc43)n2-c2cc(OC)ccc2OC)c1	-5	1.6	0.0	-14
COc1ccc(C2C3=C(CC(C)(C)CC3=O)Nc3c2c(=O)n(C)c(=O)n3C)cc1OC (stereo not given)	8	-1.8	-0.2	3
COc1ccc(C2(C(=O)N3CCC(c4[nH]ncc4-c4ccncc4)CC3)CC2)cc1	8	0.6	0.4	3
CC[C@H](C)[C@@H]1NC(=O)[C@@H]2C[C@H](NC(=O)Nc3ccc(F)cc3)CN2C1=O	-8	-0.3	-0.2	-8
OCC1CCCN1C(=S)Nc1ccccc1 (stereo not given)	7	0.4	0.0	-5
Cn1c(=O)c2c(SCC(=O)O)nc(-c3ccccc3)nc2n(C)c1=O	-1	0.6	0.1	11
CCc1ccc(S(=O)(=O)Nc2cccc(N3CCCS3(=O)=O)c2)cc1	15	1.5	0.2	33*
